# Assay outcomes as filed in PubChem.
# Growth percent in the NCI-60 one-dose screen (48 h, 10 µM unless noted): 100 = growth as untreated, 0 = no growth, -100 = all killed.
# SF-268 – SF-268 CNS cancer cells | hit rate 3.1% among 82,000 | AID 1794759
# DU-145 – DU-145 prostate cancer. hit rate 4.2% among 81,000
# SF-539 – SF-539 CNS cancer | hit rate 6.8% among 81,000 | AID 1794752
# SNB-19 – SNB-19 CNS cancer cells. hit rate 2.5% among 81,000
# SF-295 – SF-295 CNS cancer cells. hit rate 5.6% among 79,000
# PC-3 – PC-3 prostate cancer cells; hit rate 3.9% among 80,000; AID 1794754
# HCC-2998 – HCC-2998 colon cancer; hit rate 4.7% among 79,000
# SNB-75 – SNB-75 CNS cancer; hit rate 5% among 79,000; AID 1794750
# U251 – U251 CNS tumor cells | hit rate 5.4% among 80,000 | AID 1794753
# An asterisk follows results filed as active; . = no result given; & = joins results of further samples; [ ] = remark or other dose. Rule for the calls: active = growth percent below 10; inactive = the rest.
SMILES,SF-268,DU-145,SF-539,SNB-19,SF-295,PC-3,HCC-2998,SNB-75,U251
COc1ccc(-c2nnc(SCC(=O)Nc3ccc(C(=O)/C=C/c4cc(OC)c(OC)c(OC)c4)cc3)o2)cc1OC,91,87,90,94,101,109,93,81,90
Cn1c(=O)c2nc(CCC(=O)NC3CCCCC3)c(=O)[nH]c2n(C)c1=O,100,110,96,106,104,.,105,88,103
CC(C)CCNC(C)C(C)OC(=O)c1ccccc1 (configuration not stated),101,112,106,103,102,92,104,103,97
CC(=O)N1N=C(c2ccc(C(F)(F)F)cc2)CC1c1ccc2c(c1)OCO2 (configuration not stated),104,113,101,91,67,74,94,90,95
Cc1ccc(CNc2ccccc2)cc1,106,113,102,99,99,101,113,78,95
O=C(Nc1ccc(Cl)c(Cl)c1)Nc1ccc(Cl)c([N+](=O)[O-])c1,14,18,8.7*,15,-27*,-0.5*,2.3*,16,6.3*
CCCC(C)(CC)C(=O)O (configuration not stated),107,109,103,100,101,94,99,88,103
N#CCCn1cnc2c(N)ncnc21,110,108,98,99,102,94,113,94,99
CN1C[C@H](C2CCCCC2)C(C(=O)C2CCCCC2)[C@]12C(=O)NC1CCCCC12 (some centres not stated),92[20 µM],105[20 µM],95[20 µM],103[20 µM],69[20 µM],73[20 µM],99[20 µM],77[20 µM],88[20 µM]
CCCCCS(=O)(=O)CCCCC,101,104,95,108,104,101,99,100,99
C=CC(=O)N1CCC(Oc2cc3c(Nc4ccc(Cl)c(Cl)c4F)ncnc3cc2OC)CC1,8.4*,24,-8.6*,32,16,14,67,-18*,33
O=C1CC(c2ccc3c(c2)OCO3)c2c(n[nH]c2-c2ccc(Cl)cc2)N1 (configuration not stated),83,98,85,86,91,70,98,84,78
Brc1ccc(-c2cc(-c3ccc4c(c3)OCCO4)n[nH]2)s1,62,40,23,43,18,50,42,8.0*,28
CCCCCCNC(=O)Oc1ccc(/C(=C(/C)Cc2ccc(OC)cc2)c2ccc(OCCN3CCCCC3)cc2)cc1,82,99,92,86,105,76,95,67,63
O=C(NNC(=O)c1cccc2ccccc12)c1ccc(Cl)c(Cl)c1,98&98,106&115,105&106,109&104,91&105,103&87,102&100,109&91,103&95
COc1cccc(OCC(O)CN2CCN(c3cccc(C)c3)CC2)c1 (configuration not stated),107,110,105,108,97,90,106,100,100
CCOP(=O)(OCC)c1nc(-c2ccccc2)oc1NCc1ccc2c(c1)OCO2,98,113,94,88,105,97,103,108,92
CCCCCOC(=O)c1ccc(C)cc1,105,115,113,116,107,100,107,94,104
O=C1Oc2ccccc2C(=O)/C1=C/N1C(=O)CNC1=S,93,.,107,104,103,95,97,83,98
CCCOC(=S)Nc1ccc(S(=O)(=O)Nc2ccc(Cl)nn2)cc1,104,111,99,100,103,106,105,92,108
O=c1[nH]cc(N(CCO)CCO)c(=O)[nH]1,105,108,107,109,112,99,127,83,102
NC(N)=N/N=C/c1ccc(-c2ccc(-c3cc(Cl)cc(Cl)c3)s2)cc1,74,-46*,-3.6*,40,76,-38*,-17*,.,-84*
Cn1cc(-c2nc(N)nnc2-c2c[nH]c3ccccc23)c2cccnc21,76,87,73,66,74,70,89,44,82
CC(C)Cc1cc(-c2cc(CC(C)C)[nH]n2)n[nH]1,105,108,105,97,108,98,112,93,104
CC(=O)OC1=CC(=O)c2ccccc2C1=O,111,110,123,106,90,86,90,96,103
SMILES,SF-268,DU-145,SF-539,SNB-19,SF-295,PC-3,HCC-2998,SNB-75,U251
O=C(c1ccccc1)n1ccc(-c2cc3cc(Br)ccc3oc2=O)n1,37,37,11,35,24,28,17,66,28
O=c1[nH]c(=O)n(C2CC(O)C(CO)O2)cc1Cl (configuration not stated),89&91,99&100,93,91&83,86&89,84,89,103&87,85&85
Cc1cnc([C@]23CCC(C)(C)C[C@H]2C2=CC[C@@H]4[C@@]5(C)Cc6c([nH]c7ccccc67)C(C)(C)[C@@H]5CC[C@@]4(C)[C@]2(C)CC3)o1,61[100 µM],80[100 µM],24[100 µM],62[100 µM],43[100 µM],53[100 µM],77[100 µM],77[100 µM],61[100 µM]
Cc1cccc(NS(=O)(=O)N2CCCCC2)c1,99,108,102,106,95,101,91,81,101
COc1ccc(C(=O)/C=N/O)cc1,101,108,105,112,99,100,111,89,103
COc1ccc(C2CC(c3cccc(Nc4ccncc4)c3)=Nc3c(N)nc(N)nc3N2)cc1 (configuration not stated),63,82,73,91,90,41,81,55,51
N#C/C(=C/c1c(Cl)cccc1Cl)C(N)=O,92,99,103,88,113,103,97,90,102
O=C(Nc1ccc(C2=NCCCN2)cc1)c1ccc(NC(=O)c2ccc(C3=NCCCN3)cc2)cc1,100,108,100,98,93,102,.,83,96
Cc1ccc(-c2c(C#N)c(N)n(-c3cc(C)ccn3)c(=O)c2C#N)cc1,101,102,94,101,105,91,105,82,92
Nc1nc(-c2ccccc2)[nH]c(=O)c1N=O,100,112,90,95,106,109,103,98,97
CCOP(=O)(OCC)c1nc(-c2ccccc2)oc1NCC(O)CO (configuration not stated),101,112,100,96,104,97,100,96,106
CCCCCCCCCCC(O)CN1CCN(c2ccccc2)CC1 (configuration not stated),99,104,123,109,100,86,104,103,102
CC(=O)N[C@H](C(=O)N[C@@H](CCCNC(=N)N)C(=O)N[C@@H](CCCCN)C(=O)N[C@@H](CCCNC(=N)N)C(=O)N[C@]1(C)CCC/C=C\CCC[C@@](C)(C(=O)N[C@@H](CC(C)C)C(=O)N[C@@H](CC(C)C)C(=O)N[C@@H](CCC(N)=O)C(=O)N[C@@H](CCC(=O)O)C(=O)N[C@@H](CCCNC(=N)N)C(=O)N[C@@H](CCC(=O)O)C(=O)N[C@@H](CC(C)C)C(=O)N[C@H](C(=O)N[C@@H](CCC(=O)O)C(N)=O)C(C)C)NC(=O)[C@H](CCCNC(=N)N)NC(=O)[C@H](CC(C)C)NC1=O)C(C)C,101,100,102,105,106,104,109,119,100
CCOC(=O)CN1C(=O)CSC1=S,108,113,111,103,99,99,109,99,102
Cn1ccc2cc(NC(=O)Cn3cc(CN4CCOCC4)nn3)ccc21,108,116,106,101,102,99,112,104,104
O=c1c(-c2ccccc2)c(O)on1/C=C1/C=CC=N1,106,108,97,95,94,97,117,90,93
ClCC(Cl)C1CC2C=CC1C2 (configuration not stated),96,102,102,111,.,97,100,98,120
CC1=CC(=O)C=CC1=Nc1ccc(N(C)C)cc1,67&94,72&107,45&94,73&97,66&85,12&56,59&98,76&123,21
CCCCCc1ccc(S(=O)(=O)Nc2cccc(-c3csc(NC(=O)CCCCCN4CCN(CCO)CC4)n3)c2)cc1,83,83,67,86,92,68,42,98,66
O=C1/C(=C\c2cccc(OCc3ccc(F)cc3)c2)N=C2SCCCN12,70,56,100,83,95,62,60,85,69
CC(=O)c1cc2c(C)nn(-c3ccccc3)c2nc1C,96,109,88,97,94,92,108,95,92
O=C(/C=C/c1ccc2c(c1)OCO2)C1CC1,103,111,103,97,.,103,105,104,100
COc1ccc(C2NC(=O)NC(C)=C2C(=O)OC(C)C)cc1OC (configuration not stated),102,109,96,100,98,101,106,119,104
Cn1c(N)ccnc1=O,99,111,98,95,112,90,97,84,106
C#CC(O)CC (configuration not stated),118,122,102,99,.,107,99,88,99

# Another view of part of the listing above.
Structure	SF-268	DU-145	SF-539	SNB-19	SF-295	PC-3	HCC-2998	SNB-75	U251
COc1ccc(-c2nnc(SCC(=O)Nc3ccc(C(=O)/C=C/c4cc(OC)c(OC)c(OC)c4)cc3)o2)cc1OC	91	87	90	94	101	109	93	81	90
Cn1c(=O)c2nc(CCC(=O)NC3CCCCC3)c(=O)[nH]c2n(C)c1=O	100	110	96	106	104	.	105	88	103
CC(C)CCNC(C)C(C)OC(=O)c1ccccc1 (configuration not stated)	101	112	106	103	102	92	104	103	97
CC(=O)N1N=C(c2ccc(C(F)(F)F)cc2)CC1c1ccc2c(c1)OCO2 (configuration not stated)	104	113	101	91	67	74	94	90	95
Cc1ccc(CNc2ccccc2)cc1	106	113	102	99	99	101	113	78	95
O=C(Nc1ccc(Cl)c(Cl)c1)Nc1ccc(Cl)c([N+](=O)[O-])c1	14	18	8.7*	15	-27*	-0.5*	2.3*	16	6.3*
CCCC(C)(CC)C(=O)O (configuration not stated)	107	109	103	100	101	94	99	88	103
N#CCCn1cnc2c(N)ncnc21	110	108	98	99	102	94	113	94	99
CN1C[C@H](C2CCCCC2)C(C(=O)C2CCCCC2)[C@]12C(=O)NC1CCCCC12 (some centres not stated)	92[20 µM]	105[20 µM]	95[20 µM]	103[20 µM]	69[20 µM]	73[20 µM]	99[20 µM]	77[20 µM]	88[20 µM]
CCCCCS(=O)(=O)CCCCC	101	104	95	108	104	101	99	100	99
C=CC(=O)N1CCC(Oc2cc3c(Nc4ccc(Cl)c(Cl)c4F)ncnc3cc2OC)CC1	8.4*	24	-8.6*	32	16	14	67	-18*	33

# Next section
SMILES,SF-268,DU-145,SF-539,SNB-19,SF-295,PC-3,HCC-2998,SNB-75,U251
Nc1nc2c(nc(N)n2[C@@H]2O[C@H](CO)[C@@H](O)[C@H]2O)c(=O)[nH]1,101,106,99,95,98,105,107,97,106
CC1=NN(Cc2nc(-c3ccc(Cl)cc3)n[nH]2)C(=O)C1,95,107,102,97,112,94,104,87,100
O=C(C(=O)N1CCCC1)c1cn(CCCn2cc(C(=O)C(=O)N3CCCC3)c3cc(Br)ccc32)c2ccc(Br)cc12,54,62,70,85,-22*,67,82,46,37
CCCC(O)CNCc1ccc2ncccc2c1 (configuration not stated),104,109,96,105,83,86,107,96,102
CC(=O)Nc1ccc(S(=O)(=O)N/N=c2/sc3ccccc3n2C)cc1N,94,109,86,94,99,88,106,74,102
COc1ccc(N2C(=O)[C@@H](O[Si](c3ccccc3)(c3ccccc3)C(C)(C)C)[C@H]2/C=C/c2ccccc2)cc1,93,102,94,90,86,69,96,91,89
CC1=CC(c2ccco2)=C(C#N)C(Cl)N1 (configuration not stated),105,104,99,95,99,99,101,68,101
O=C1NC2C3CC(c4ccccc43)C12 (configuration not stated),120,125,106,103,89,109,102,101,97
Cn1c(=O)nc(N)n(NC(=O)CCl)c1=O,98,112,107,103,107,85,91,96,109
O=[N+]([O-])c1ccc(N=Nc2c(O)[nH]c3ccccc23)c([N+](=O)[O-])c1,83,73,82,90,83,79,93,56,97
CN(C)c1ccc(CCN=C(N)N=C(N)N)cc1,81[50 µM],.,98[50 µM],96[50 µM],105[50 µM],98[50 µM],100[50 µM],93[50 µM],97[50 µM]
O=C1CC[C@@H]2CCCC[C@@H]2C1,113,123,102,102,110,85,112,95,108
O=C(N/N=C\c1c(O)ccc2ccccc12)C1CC1,42,69,33,55,30,46,101,54,36
COc1ccc2c(c1)oc1c(C)c3c(c(C)c12)C(=O)N(N)C3=O,40,28,-6.3*,46,12,54,65,-56*,14
N=C(N)c1ccc(OCCCCCCCCCCOc2ccc(C(=N)N)cc2)cc1,-81*,-97*,-87*,-92*,-82*,-91*,-95*,-77*,-86*
C=C1C(=O)O[C@H]2[C@H]1CC/C(COC(=O)OCCCCCO)=C\CC[C@@]1(C)O[C@@H]21,94,46,64,107,99,73,100,100,89
O=C(/C=C/c1cn(-c2ccccc2)nc1-c1ccccc1)NNC(=O)Nc1ccc(Br)cc1,110,107,99,97,99,94,106,92,98
CC(=O)N(C)C,100[500 µM],109[500 µM],101[500 µM],100[500 µM],98[500 µM],95[500 µM],93[500 µM],50[500 µM],97[500 µM]
CC(=O)c1cc2c(N)c(C(=O)Nc3ccccc3)sc2nc1C,93,75,73,68,64,81,79,67,74
CCN(CC)CCC(=O)Nc1ccc(Cn2nnc3c2C(=O)c2nnn(Cc4ccc(NC(=O)CCN(CC)CC)cc4)c2C3=O)cc1,-38*,-93*,.,-83*,-57*,-1.0*,-47*,-93*,-85*
CC(=O)Oc1ccccc1C(=O)Nc1ccc(C(=O)/C=C/c2ccc(Cl)cc2)cc1,101,112,110,102,106,102,112,99,101
Cc1cc(Cl)nc(N(CCNc2ccnc3cc(Cl)ccc23)Cc2ccccn2)n1,83,73,6.9*,63,80,57,86,79,27
Cc1ccc(/C=C/C(=O)c2cccc(OCCCCOc3cccc(C(=O)/C=C/c4ccc(C)cc4)c3)c2)cc1,95,108,97,98,105,95,102,78,94
O=C(Cn1cc(COc2ncnc3c2cnn3-c2ccccc2)nn1)Nc1cccnc1,89,103,78,87,103,95,119,70,90
O=[N+]([O-])c1cc[n+]([O-])cc1,107,120,122,88,101,101,97,.,111
SMILES,SF-268,DU-145,SF-539,SNB-19,SF-295,PC-3,HCC-2998,SNB-75,U251
C=CCn1c(C)nc2cc(Nc3nc(Nc4ccc5nc(C)n(CC=C)c5c4)nc4ccccc34)ccc21,113,115,99,100,.,96,104,91,94
Cc1[nH]c(C(=O)Nc2ccc(C(N)=O)cc2OC(C)C)c(Cl)c1Cl,97,101,93,99,104,99,110,93,98
Cc1cccc(Nc2sc(C(=O)c3cc4cc(Cl)ccc4o3)c(N)c2C#N)c1,131,121,99,101,100,95,110,106,97
Clc1ccc(C2=CSC3N=C(c4ccc(Cl)cc4)C=C(c4ccco4)N23)cc1 (configuration not stated),103,111,111,90,108,89,123,50,96
COc1cccc(-n2nc(C(=O)NCc3ccccc3OC)nc2-c2cc(OC)c(OC)c(OC)c2)c1,95,106,96,100,95,104,92,63,97
CC1(C)C(=O)C(C)(C)C1=NO,104,110,103,104,.,99,124,80,101
Cc1cc(=O)[nH]c(SCC(=O)N2CCN(c3cc4c(cc3F)c(=O)c(C(=O)O)cn4C3CC3)CC2)n1,108,107,96,99,100,95,108,92,98
CC(C)OC(=O)CCCCCC1CCCCC1,113,113,118,106,121,87,105,101,102
Br/C=C/c1ccccc1,113,117,103,108,106,88,117,89,109
CC(=O)Nc1cc(C)ns1,115,124,.,102,112,104,103,95,109
COc1ccc(C(=O)C/C(=C\c2ccc(Cl)cc2)C(=O)NN)cc1,101,113,100,96,104,109,102,100,91

# Outcome played no part in choosing rows. Share with any hit: about 9.9%.
